Screening data (PubChem)
CHO-K1 Ca antag: nonselective inhibitor or artifact in parental CHO-K1 cells; hit rate 0.6% among 360,000; ATP-induced calcium, Fluo-8 fluorescence; inhibition, % at 3 µM; AID 602250;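 active = inhibition above a per-plate cutoff, the plate's mean sample inhibition plus 3 SD, cut at about 24% in these data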;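 note: 0% = DMSO plus EC80 ATP and 100% = DMSO alone without ATP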
CHRM4 agonist: agonists of human muscarinic M4 receptor (CHRM4); P08173; CHO-K1 hM4/Gqi5, Fluo-8 calcium fluorescence; vehicle 0%, full acetylcholine response 100%; activation, % at 3 µM; hit rate 0.14% among 360,000; AID 624127;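 active = activation above the run mean over all test wells plus 3 SD, cut at about 32% in these data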;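 note: peak over basal fluorescence ratio per well then scaled between controls; 0% = DMSO wells and 100% = acetylcholine at EC100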
Target sequence (P08173 whole entry, looked up): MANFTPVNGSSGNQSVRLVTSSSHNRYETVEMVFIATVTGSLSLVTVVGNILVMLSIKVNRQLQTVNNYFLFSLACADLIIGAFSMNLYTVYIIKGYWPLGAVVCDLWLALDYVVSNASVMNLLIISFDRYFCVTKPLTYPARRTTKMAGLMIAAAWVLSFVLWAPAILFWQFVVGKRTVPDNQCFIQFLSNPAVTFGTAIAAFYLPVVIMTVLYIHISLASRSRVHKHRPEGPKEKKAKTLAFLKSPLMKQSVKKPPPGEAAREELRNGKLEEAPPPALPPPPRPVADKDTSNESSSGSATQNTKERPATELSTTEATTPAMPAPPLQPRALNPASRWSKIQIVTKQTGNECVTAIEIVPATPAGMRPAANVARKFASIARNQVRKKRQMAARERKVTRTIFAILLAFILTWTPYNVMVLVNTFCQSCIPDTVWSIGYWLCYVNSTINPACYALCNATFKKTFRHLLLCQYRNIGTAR
OXTR potentiate: human OXTR potentiation. P30559. CHO-OTR cells, Fluo-8 calcium fluorescence, potentiator mode; 0% = oxytocin EC15, 100% = EC100. activation, % at 3 µM. hit rate 0.061% among 320,000. AID 2445;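 active = activation above that plate's cutoff, the mean activation of tested compounds plus 3 SD, cut at about 6.6% in these data, passing the limit was not always enough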;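 note: 100% uses oxytocin at 75 nM as the full agonist control; some results filed as inactive read as strong as hits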
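assay system = CHO-OTR cells, human receptor | schedule = compound 6 min at room temperature before oxytocin, 100 s read | detection = Fluo-8 intracellular calcium fluorescence, ex 470-495, em 515-575 nm | evaluation = normalized max/min fluorescence ratio, % activation | control set = EC15 oxytocin alone as 0%, 75 nM oxytocin (EC100) as 100%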
M1 ag: activates human CHRM1 receptor | CHO-K1 hM1, Fluo-8 calcium fluorescence, agonist mode; 0% DMSO, 100% acetylcholine EC100 | hit rate 0.33% among 360,000 | P11229 | activation, % at 3 µM | AID 588814;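 active = activation above the run's mean compound activation plus 3 SD, cut at about 16% in these data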;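 note: peak over basal fluorescence ratio within a 140 s kinetic read after compound addition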
Target sequence (P11229 whole entry, looked up): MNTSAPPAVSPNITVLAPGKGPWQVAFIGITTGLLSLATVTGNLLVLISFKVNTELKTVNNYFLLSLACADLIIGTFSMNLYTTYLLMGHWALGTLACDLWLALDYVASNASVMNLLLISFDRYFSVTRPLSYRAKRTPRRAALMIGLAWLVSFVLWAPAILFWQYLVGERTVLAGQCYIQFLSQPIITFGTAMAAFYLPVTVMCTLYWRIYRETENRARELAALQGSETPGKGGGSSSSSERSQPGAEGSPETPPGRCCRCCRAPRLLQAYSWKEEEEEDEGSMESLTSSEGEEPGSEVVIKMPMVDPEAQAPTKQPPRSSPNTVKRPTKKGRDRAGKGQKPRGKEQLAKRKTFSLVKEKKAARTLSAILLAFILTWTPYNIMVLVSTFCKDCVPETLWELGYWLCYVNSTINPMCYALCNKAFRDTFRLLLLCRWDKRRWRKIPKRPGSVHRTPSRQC
CHRM1 antagonist: blocks human M1 muscarinic receptor; P11229; CHO-K1 hM1, Fluo-8 calcium fluorescence, ACh EC80 antagonist; inhibition, % at 3 µM; hit rate 1.3% among 360,000;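 active = percent inhibition above its own plate's cutoff, namely the mean of that plate's compound wells plus 3 SD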;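 note: peak over basal fluorescence ratio during 140 s after agonist addition; 0% = ACh EC80 plus DMSO and 100% = DMSO alone without agonist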
M4 antag: CHRM4 antagonism in calcium assay | hit rate 0.73% among 360,000 | P08173 | inhibition, % at 3 µM | CHO-hM4 cells, ACh EC80, Fluo-8 calcium fluorescence;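 active = inhibition above its plate's cutoff, the mean inhibition of sample wells plus 3 SD, cut at about 27% in these data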;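 note: 0% = acetylcholine EC80 with DMSO and 100% = DMSO without agonist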
M1 ag parental: nonselective activator or artifact in parental CHO-K1 cells. Fluo-8 calcium fluorescence; scaled to maximal ATP response, vehicle zero. activation, % at 3 µM. hit rate 0.48% among 360,000. AID 602248; in the data active = activation above about 15%;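 note: untransfected CHO-K1 host cells lacking M1 receptor as counterscreen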
CHRM1 PAM: positive allosteric modulators of human M1 muscarinic receptor; activation, % at 3 µM; hit rate 0.088% among 360,000; CHO-K1 hM1, Fluo-8 calcium fluorescence, ACh EC20; 0% = ACh EC20, 100% = maximal ACh; P11229; in the data active = activation above about 19%, passing the limit was not always enough
CHO parental Ca: signal in parental CHO cells, OX1R antagonist counter-screen | parental CHO-K1, ATP-induced calcium, Fluo-8 fluorescence | inhibition, % at 5.6 µM | hit rate 0.63% among 330,000 | AID 463079;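 active = inhibition above that plate's mean sample inhibition plus 3 SD, cut at about 26% in these data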;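 note: 0% = ATP-challenged DMSO wells and 100% = DMSO wells without ATP; some compounds past the cut are filed as inactive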
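Test system: untransfected parental CHO cell line; also added: ATP stimulus; dosing: 5.6 µM, single dose; signal: calcium-sensitive Fluo-8 fluorescence; measure: percent inhibition of ATP-evoked calcium rise, normalized to controls; benchmarks: low control ATP plus DMSO, high control DMSO only; replication: one well per compound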
Starred values were filed as active, the others as inactive.

What do the screens show for `COC(=O)c1cc2c(-c3ccccc3)cc3ccccn3c-2c1C(=O)OC`?
CHO-K1 Ca antag: 2.2; CHRM4 agonist: 8.6; OXTR potentiate: -5.9; M1 ag: -0.4; CHRM1 antagonist: 10.9; M4 antag: 12.9; M1 ag parental: 3.0; CHRM1 PAM: 3.1; CHO parental Ca: -9.1

Results for Cc1cc(C=O)c(C)n1-c1ccc(N2CCOCC2)c([N+](=O)[O-])c1 ?
CHO-K1 Ca antag: -5.8; CHRM4 agonist: 6.7; OXTR potentiate: -21.4; M1 ag: -3.6; CHRM1 antagonist: -9.5; M4 antag: 5.0; M1 ag parental: 5.0; CHRM1 PAM: 11.4; CHO parental Ca: -6.2

Results for Cc1cc([N+](=O)[O-])nn1CC(=O)NCc1ccc(Cl)cc1 ?
CHO-K1 Ca antag: 5.3; CHRM4 agonist: 1.8; OXTR potentiate: 0.1; M1 ag: -2.3; CHRM1 antagonist: -18.4; M4 antag: 3.3; M1 ag parental: 0.3; CHRM1 PAM: 13.1; CHO parental Ca: -8.7

What do the screens show for `O=C(Nc1ccc(Oc2ccccc2)nc1)C1CCCCN1Cc1cccc(OCCO)c1` (stereo not given)?
CHO-K1 Ca antag: -12.2; CHRM4 agonist: 2.8; OXTR potentiate: -4.4; M1 ag: -4.3; CHRM1 antagonist: -14.2; M4 antag: 1.4; M1 ag parental: 3.1; CHRM1 PAM: 4.4; CHO parental Ca: -14.3

What do the screens show for `CC(=O)C1=C(C)NC(=S)NC1c1cc([N+](=O)[O-])ccc1O` (stereo not given)?
CHO-K1 Ca antag: -6.6; CHRM4 agonist: 1.4; OXTR potentiate: 0.7; M1 ag: -1.2; CHRM1 antagonist: -12.5; M4 antag: -6.8; M1 ag parental: 16.8*; CHRM1 PAM: 7.5; CHO parental Ca: -3.0

What do the screens show for `CCCOc1ccc(CC(=O)N/N=C\c2ccc(F)cc2)cc1`?
CHO-K1 Ca antag: 6.2; CHRM4 agonist: 1.5; OXTR potentiate: -13.4; M1 ag: -1.2; CHRM1 antagonist: -15.8; M4 antag: -8.7; M1 ag parental: -0.1; CHRM1 PAM: 9.1; CHO parental Ca: -5.2

What do the screens show for `Cc1[nH]c2ccc(C(=O)OCCN(C)C)cc2c1C`?
CHO-K1 Ca antag: -0.8; CHRM4 agonist: -0.5; OXTR potentiate: -0.7; M1 ag: -7.4; CHRM1 antagonist: -14.8; M4 antag: 11.5; M1 ag parental: 0.1; CHRM1 PAM: -3.2; CHO parental Ca: -8.4

What do the screens show for `CC1CCN(c2ccc(C(=O)NCc3ccc4c(c3)OCO4)cc2[N+](=O)[O-])CC1`?
CHO-K1 Ca antag: -5.1; CHRM4 agonist: 0.1; OXTR potentiate: -0.6; M1 ag: -7.0; CHRM1 antagonist: -6.5; M4 antag: -1.5; M1 ag parental: 0.9; CHRM1 PAM: 0.1; CHO parental Ca: -12.9

Results for CCCCC(=O)Nc1cnc(NC(=O)c2cccs2)cc1C ?
CHO-K1 Ca antag: -4.7; CHRM4 agonist: 0.1; OXTR potentiate: -11.0; M1 ag: -4.7; CHRM1 antagonist: -17.6; M4 antag: -9.9; M1 ag parental: 1.1; CHRM1 PAM: 9.7; CHO parental Ca: -10.6

Results for COc1ccccc1CNC(=O)c1ccc2c(=O)n3c(nc2c1)CCCCC3 ?
CHO-K1 Ca antag: 11.9; CHRM4 agonist: 2.9; OXTR potentiate: -11.8; M1 ag: -1.8; CHRM1 antagonist: 8.1; M4 antag: 11.1; M1 ag parental: 4.3; CHRM1 PAM: -3.6; CHO parental Ca: -21.4

Results for O=C(N/N=C/c1ccc(Cl)cc1Cl)c1ccncc1 ?
CHO-K1 Ca antag: -14.2; CHRM4 agonist: 0.6; OXTR potentiate: -0.4; M1 ag: -0.9; CHRM1 antagonist: -9.4; M4 antag: 4.8; M1 ag parental: 0.8; CHRM1 PAM: 7.0; CHO parental Ca: -1.9

How did COc1cc([N+](=O)[O-])ccc1NC(=O)NNC(=O)C(C)Oc1ccc(F)cc1F (stereo not given) do in these assays?
CHO-K1 Ca antag: 4.2; CHRM4 agonist: 4.5; OXTR potentiate: -4.6; M1 ag: -0.4; CHRM1 antagonist: -8.0; M4 antag: 15.8; M1 ag parental: 1.8; CHRM1 PAM: 2.0; CHO parental Ca: -20.1

Results for CC1(C)CC(=O)C=C(c2cccc(OC(=O)c3ccc(Br)cc3)c2)C1=O ?
CHO-K1 Ca antag: -9.1; CHRM4 agonist: 3.4; M1 ag: -3.5; CHRM1 antagonist: -13.2; M4 antag: -7.1; M1 ag parental: 1.7; CHRM1 PAM: 3.3

How did C=C1CCC2C(C)(C(=O)O)CCCC2(C)C1CCC(CO)CCO (stereo not given) do in these assays?
CHO-K1 Ca antag: -10.7; CHRM4 agonist: 1.0; M1 ag: -2.6; CHRM1 antagonist: -5.9; M4 antag: -20.8; M1 ag parental: 0.0; CHRM1 PAM: 3.2

How did CC(C)c1ccc(NC(=O)C2CCCN(S(=O)(=O)c3cccnc3)C2)cc1 (stereo not given) do in these assays?
CHO-K1 Ca antag: -19.3; CHRM4 agonist: 19.7; OXTR potentiate: -7.9; M1 ag: 0.1; CHRM1 antagonist: -1.8; M4 antag: -8.5; M1 ag parental: 12.2; CHRM1 PAM: -6.0; CHO parental Ca: -16.2

How did Nc1cc(N)nc(SCC(=O)NC(=O)NC2CCCC2)n1 do in these assays?
CHO-K1 Ca antag: -16.4; CHRM4 agonist: 1.7; OXTR potentiate: -4.2; M1 ag: 0.4; CHRM1 antagonist: -0.8; M4 antag: 3.4; M1 ag parental: 0.9; CHRM1 PAM: 9.6; CHO parental Ca: -14.2

How did Cc1ccc(NC(=O)/C=C/c2ccc([N+](=O)[O-])s2)cc1 do in these assays?
CHO-K1 Ca antag: 7.2; CHRM4 agonist: 0.5; OXTR potentiate: 2.4; M1 ag: -5.2; CHRM1 antagonist: 4.5; M4 antag: 6.2; M1 ag parental: 0.1; CHRM1 PAM: 0.6; CHO parental Ca: 6.4

What do the screens show for `COc1ccc(C(=O)OCC(=O)NC(C)(C)C)cc1[N+](=O)[O-]`?
CHO-K1 Ca antag: 8.0; CHRM4 agonist: 0.6; OXTR potentiate: -6.4; M1 ag: -5.9; CHRM1 antagonist: 18.9; M4 antag: 6.9; M1 ag parental: 0.0; CHRM1 PAM: -9.6; CHO parental Ca: 11.9

How did COc1ccccc1CN1CC(C(=O)N(C)Cc2[nH]c3ccccc3c2C)CCC1=O (stereo not given) do in these assays?
CHO-K1 Ca antag: -0.9; CHRM4 agonist: 4.3; OXTR potentiate: -2.0; M1 ag: -1.3; CHRM1 antagonist: -13.5; M4 antag: 1.9; M1 ag parental: 1.3; CHRM1 PAM: 8.1; CHO parental Ca: -15.3

What do the screens show for `CN(CC(=O)NC1CC(C)(C)NC(C)(C)C1)S(=O)(=O)c1ccc(Br)cc1`?
CHO-K1 Ca antag: -9.3; CHRM4 agonist: 0.1; OXTR potentiate: -8.0; M1 ag: -6.0; CHRM1 antagonist: 0.3; M4 antag: -13.9; M1 ag parental: 2.5; CHRM1 PAM: 4.7; CHO parental Ca: -8.0

In the list so far, these have a thiophene ring, fused or not.
Results for CCCCC(=O)Nc1cnc(NC(=O)c2cccs2)cc1C ?
CHO-K1 Ca antag: -4.7; CHRM4 agonist: 0.1; OXTR potentiate: -11.0; M1 ag: -4.7; CHRM1 antagonist: -17.6; M4 antag: -9.9; M1 ag parental: 1.1; CHRM1 PAM: 9.7; CHO parental Ca: -10.6

How did Cc1ccc(NC(=O)/C=C/c2ccc([N+](=O)[O-])s2)cc1 do in these assays?
CHO-K1 Ca antag: 7.2; CHRM4 agonist: 0.5; OXTR potentiate: 2.4; M1 ag: -5.2; CHRM1 antagonist: 4.5; M4 antag: 6.2; M1 ag parental: 0.1; CHRM1 PAM: 0.6; CHO parental Ca: 6.4

The results go on:
What do the screens show for `N=c1sccn1CC(=O)NCCc1ccc(Cl)cc1`?
CHO-K1 Ca antag: 0.4; CHRM4 agonist: 1.3; OXTR potentiate: -2.7; M1 ag: -2.7; CHRM1 antagonist: -1.9; M4 antag: -3.6; M1 ag parental: 0.4; CHRM1 PAM: -0.2; CHO parental Ca: 13.5

What do the screens show for `COC(=O)c1cc(COc2ccc3c4c(c(=O)oc3c2)CCCC4)c(C)o1`?
CHO-K1 Ca antag: -7.0; CHRM4 agonist: 1.3; OXTR potentiate: -5.7; M1 ag: -3.9; CHRM1 antagonist: -3.6; M4 antag: -3.7; M1 ag parental: 0.6; CHRM1 PAM: 5.6; CHO parental Ca: -11.1

Results for COc1ccc(OC(C)C(=O)Nc2cccnc2)cc1 (stereo not given) ?
CHO-K1 Ca antag: 0.5; CHRM4 agonist: 0.5; OXTR potentiate: 4.4; M1 ag: -3.5; CHRM1 antagonist: -8.9; M4 antag: -12.4; M1 ag parental: -0.4; CHRM1 PAM: 6.4; CHO parental Ca: -10.4

How did c1ccc(Cn2nnc3c(Nc4ccc5c(c4)OCO5)nc(C4CC4)nc32)cc1 do in these assays?
CHO-K1 Ca antag: -8.5; CHRM4 agonist: -1.2; OXTR potentiate: -7.0; M1 ag: -4.8; CHRM1 antagonist: -7.1; M4 antag: 1.1; M1 ag parental: 0.6; CHRM1 PAM: 1.5; CHO parental Ca: -23.8

What do the screens show for `S=c1oc(-c2ccncc2)nn1CCc1ccncc1`?
CHO-K1 Ca antag: -7.9; CHRM4 agonist: 1.5; OXTR potentiate: -1.7; M1 ag: -2.7; CHRM1 antagonist: -9.6; M4 antag: -8.4; M1 ag parental: 0.5; CHRM1 PAM: 5.8; CHO parental Ca: -8.5

What do the screens show for `Cc1cc(C)c2cc(C#N)c(SCC(=O)Nc3ccc4c(c3)OCO4)nc2c1`?
CHO-K1 Ca antag: -5.0; CHRM4 agonist: -0.5; OXTR potentiate: -16.1; M1 ag: -4.1; CHRM1 antagonist: -12.7; M4 antag: 13.4; M1 ag parental: 0.0; CHRM1 PAM: 12.9; CHO parental Ca: -3.5

Results for Cc1ccc2c(C(=O)CN3CCC(C(N)=O)CC3)c(C)[nH]c2c1 ?
CHO-K1 Ca antag: -7.0; CHRM4 agonist: 12.1; OXTR potentiate: 0.3; M1 ag: -2.4; CHRM1 antagonist: 5.2; M4 antag: -4.7; M1 ag parental: 4.0; CHRM1 PAM: -3.5; CHO parental Ca: 2.2

Results for O=C(CSc1nc2ccccc2c(=O)n1-c1ccc(F)c(Cl)c1)Nc1ccc2c(c1)CCC2 ?
CHO-K1 Ca antag: 2.0; CHRM4 agonist: 0.5; M1 ag: 5.5; CHRM1 antagonist: -25.4; M4 antag: -5.0; M1 ag parental: 0.1; CHRM1 PAM: 15.0
